DRD3 antagonist: antagonists of human D3 dopamine receptor. max response, negative = inhibition, %. P35462. D3R cells, DiscoveRx beta-arrestin luminescence, antagonist mode; hits give low values. 360,000 compounds, 2.5% hits; in the data active = max response below about -50%; inconclusive = no clear call, values can overlap the other calls; also: % is scaled to controls: 0 for no effect and ±100 for the full control effect; mostly tested at two doses, the higher about 12 µM
Target sequence (P35462 whole entry, looked up): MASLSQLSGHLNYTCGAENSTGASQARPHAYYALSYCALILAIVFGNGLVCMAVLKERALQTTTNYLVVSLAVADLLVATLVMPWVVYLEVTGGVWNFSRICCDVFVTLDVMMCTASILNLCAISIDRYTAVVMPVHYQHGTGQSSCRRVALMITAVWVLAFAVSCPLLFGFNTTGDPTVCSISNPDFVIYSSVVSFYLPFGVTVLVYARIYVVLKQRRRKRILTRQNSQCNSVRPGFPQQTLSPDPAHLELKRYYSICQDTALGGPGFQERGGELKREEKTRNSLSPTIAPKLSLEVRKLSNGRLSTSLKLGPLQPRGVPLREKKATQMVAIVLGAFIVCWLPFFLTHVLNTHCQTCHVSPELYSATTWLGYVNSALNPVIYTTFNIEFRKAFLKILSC
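Cells expressing the human receptor were seeded at 1500 cells/well, incubated overnight at 37 degrees C in 5% CO2, then exposed to library compounds with dopamine controls for 90 minutes at 37 degrees C before luminescent detection.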
GLP1R inv ag: inverse agonists of human GLP-1 receptor; HEK293 GLP-1R CRE-luciferase, luminescence, 24 h; GLP-1R form is constitutively active; P43220; Potency, µM (series often up to 38.3 µM), for the others: at the top dose activity change, negative = inhibition, most hits filed as inhibitors; 410,000 compounds, 1.6% hits; also: potency is read from the fitted curve at half-maximal effect; % is scaled to controls: 0 for no effect and ±100 for the full control effect; nearly all actives have a fitted effect of over 55% in size
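Inverse agonism was detected as reduced cAMP-driven luciferase luminescence after 24 h compound treatment. The cells were HEK293 clones expressing constitutively active human GLP-1R with the reporter. Reporter-only and GPR119 cell lines served as counterscreen controls.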
PLK1 PBD block: PLK1 (human) polo-box domain binding inhibition | Potency, µM, for inactives: max response, negative = inhibition, actives largely listed as inhibitors | 360,000 compounds, 2.8% hits | Plk1 PBD binding of FITC phosphopeptide, fluorescence polarization | P53350; also: potency is read from the fitted curve at half-maximal effect; series mostly up to about 57 µM; % is scaled to controls: 0 for no effect and ±100 for the full control effect; nearly all actives have a fitted effect of over 65% in size
GLP1R cytotox: cytotoxic in the GLP-1 receptor inverse agonist counter-screen | Potency, µM (series often up to 38.3 µM), inactives show top-dose activity change, negative = inhibition, hits mostly inhibitors | HEK293 cAMP-luciferase reporter cells, luminescence, 24 h | AID 624418 | 410,000 compounds, 0.13% hits;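 also: loss of luciferase light is scored as toxicity; potency is read from the fitted curve at half-maximal effect; % is scaled to controls: 0 for no effect and ±100 for the full control effect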
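Here, cytotoxicity is scored as loss of luminescence. The MLSMR collection was tested on cells seeded in medium containing 10% Nu serum, with a 24 hr compound exposure preceded by 12 hours of culture.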
PI5P4Ka inh: inhibitors of human PI5P4K alpha; P48426; max response, %; 330,000 compounds, 1.2% hits; AID 652105; PI5P4Kalpha enzyme, ADP-Glo luminescence, 60 min; hits give low values; active = max response of -50% or lower; inconclusive = between -30% and -50%; inactive = -30% or higher; also: value at the top dose of about 77 µM; % is scaled to controls: 0 for no effect and ±100 for the full control effect
Target sequence (P48426 whole entry, looked up): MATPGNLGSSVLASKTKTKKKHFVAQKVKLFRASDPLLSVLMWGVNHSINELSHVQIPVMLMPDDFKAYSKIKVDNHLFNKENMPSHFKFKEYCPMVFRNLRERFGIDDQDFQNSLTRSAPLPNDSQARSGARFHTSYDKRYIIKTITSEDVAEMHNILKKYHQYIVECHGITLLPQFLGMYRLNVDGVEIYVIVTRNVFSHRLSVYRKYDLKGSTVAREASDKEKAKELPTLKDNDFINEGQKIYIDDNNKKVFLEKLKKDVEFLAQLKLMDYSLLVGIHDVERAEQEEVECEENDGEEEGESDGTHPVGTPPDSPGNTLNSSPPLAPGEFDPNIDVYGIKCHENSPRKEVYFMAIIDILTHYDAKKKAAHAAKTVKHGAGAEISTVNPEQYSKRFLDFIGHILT
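Enzyme plus substrate dispensed, test compounds pinned in, then ATP (5 microM final) added. After 60 min at RT, ADP-Glo reagent 1 for 45 min and reagent 2 for 30 min preceded luminescence imaging.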
IL-2 act: activators of IL-2; AID 652025; activation, % (series mostly up to about 46 µM); IL-2 activation reporter assay, cell-based qHTS; stimulated with anti-CD3/CD4/CD28 beads; in transgenic mouse T cells; 360,000 compounds, 0.065% hits; in the data active = activation above about 50%; inconclusive = mostly about 30% to 49%; also: 0% is about no effect
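Unstimulated transgenic mouse T cells; 60-min compound exposure; bead-based TCR/CD4/CD28 stimulation; 18 h culture, 37 degrees C; dual fluorescence (EGFP, DsRed) plate cytometry.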
GLP1R ag: agonists of human GLP-1 receptor. 380,000 compounds, 0.007% hits. HEK293 GLP-1R CRE-luciferase, luminescence, 4-6 h; cells express a hypersensitive GLP-1R form. Potency, µM (series often up to 45.6 µM), inactives show at the highest dose activation, hits mostly activators. P43220; also: potency is read from the fitted curve at half-maximal effect; % of control where 0% means no effect
WRN helicase inh: blocks human WRN helicase. WRN helicase unwinding, fluorescent forked duplex, kinetic. Potency, µM (highest dose often 114 µM), inactives show top-dose activity change, negative = inhibition, most hits filed as inhibitors. 360,000 compounds, 0.46% hits. AID 651768; also: potency is read from the fitted curve at half-maximal effect; % is scaled to controls: 0 for no effect and ±100 for the full control effect; nearly all actives have a fitted effect of over 55% in size
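WRN at 20 nM final preincubated with compound 15 min at room temperature; reaction started with 100 nM fluorophore/quencher forked duplex oligonucleotide and 2 mM ATP final. Unwinding followed kinetically by red fluorescence (ex 525, em 598 nm).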
DRD3 agonist: D3 dopamine receptor (human) agonism | P35462 | D3R DiscoveRx beta-arrestin cells, luminescence, 90 min | max activation, % | 410,000 compounds, 0.58% hits | AID 652048; in the data active = max activation above about 30%; also: 0% is about no effect; mostly tested at two doses, the higher about 12 µM
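Cells at 1500/well, incubated overnight, then treated with pinned compounds (dopamine as control) for 90 min at 37 degrees C. DiscoveRx reagent added for 30 - 60 minutes at room temperature; luminescence read.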
The depositor's hits bear a star; ? = inconclusive; . = no result given; & = joins results of further samples; [ ] = dose if it differs, or a comment. Unless noted, calls follow the shape of the dose curve; as a rule, active = well fitted curve in the direction sought with a large enough effect; inconclusive = small, poorly fitted or top-dose-only effect, or another doubt; inactive = no such curve, though single readings can be large; an effect the other way counts as inactive or inconclusive.

Keys – A = DRD3 antagonist; B = GLP1R inv ag; C = PLK1 PBD block; D = GLP1R cytotox; E = PI5P4Ka inh; F = IL-2 act; G = GLP1R ag; H = WRN helicase inh; I = DRD3 agonist
> CCC(=O)Nc1ccc2c(c1)C(=O)N(C1CCCCC1)C2=O
  A: 7; B: -7%; C: 1%; D: -7%; E: .; F: -0.4; G: -8%; H: 5%; I: -16

> COc1ccc(-c2nc(N)n(C(C)=O)n2)cc1
  A: 0; B: 0%; C: -1%; D: 11%; E: 6; F: 0.0; G: 18%; H: 1%; I: 0

> O=C(N1CCOCC1)N1CCN(c2nc(-c3ccc(F)cc3)cs2)CC1
  A: -22; B: -2%; C: -11%; D: -2%; E: .; F: -2.0; G: -3%; H: -7%; I: -1

> CCN(CC)C(=O)CSc1ncnc2c1nnn2-c1ccc(OC)cc1
  A: 10; B: -4%; C: 0%; D: -2%; E: 2; F: 0.7; G: -12%; H: -7%; I: 5

> O=C(CN1CCN(S(=O)(=O)c2ccc(F)c(Cl)c2)CC1)N1CCNC1=O
  A: 5; B: 2%; C: -10%; D: -14%; E: -1; F: 0.3; G: 2%; H: -3%; I: 1

> CC1CCC(=C(C#N)C(=O)Nc2cccc(Cl)c2)CC1 (stereo unspecified)
  A: -22; B: -25%; C: -9%; D: 7%; E: .; F: -3.3; G: -1%; H: -9%; I: -16

> CN(C(=O)CSc1nncn1-c1ccccc1)C1CCS(=O)(=O)C1 (stereo unspecified)
  A: -54*; B: 11%; C: -5%; D: 8%; E: 2; F: -0.3; G: 11%; H: -15%; I: -2

> Cc1cc(C)cc(NC(=O)c2ccc(N3C(=O)C4CCCCC4C3=O)cc2)c1 (stereo unspecified)
  A: -25; B: 6%; C: 3%; D: 0%; E: 5; F: -3.5; G: -4%; H: -7%; I: -11

> COCCN(CC(=O)Nc1cccc(C)c1C)C(=O)/C=C/c1ccc2c(c1)OCCO2
  A: 11; B: -4%; C: -4%; D: -8%; E: 2; F: -1.4; G: 6%; H: 12%; I: 1

> Cc1ccc(Nc2cnn(C34CC5CC(CC(CC(=O)O)(C5)C3)C4)c(=O)c2Cl)c(Cl)c1
  A: 1; B: -23%; C: -7%; D: -2%; E: 4; F: 0.2; G: 10%; H: -13%; I: 6

> CCOC(=O)c1cc2c(=O)n3ccccc3nc2n(Cc2ccco2)c1=NC(=O)c1cccc(OC)c1
  A: 13; B: 13%; C: -7%; D: 110%[activator]; E: -1; F: -3.1; G: 13%; H: -20%; I: 1

> CCCc1cc(=O)[nH]c(SCC(=O)Nc2ccc3ccccc3c2)n1
  A: -14; B: 10%; C: -6%; D: 9%; E: -4; F: 3.5; G: -3%; H: 2%; I: -15

> O=C(O)c1n[nH]c2c1CC(C1CCCCC1)CC2 (stereo unspecified)
  A: -1; B: 4%; C: -7%; D: 4%; E: 0; F: 0.7; G: -7%; H: -3%; I: -10

> COCCCNC(=O)CSc1nc2c(sc3ccccc32)c(=O)n1CCc1ccccc1
  A: .; B: 17%; C: .; D: 1%; E: .; F: .; G: 0%; H: .; I: -5

> CCCCNC(=O)C1c2ccccc2OCC(=O)N1CCCN1CCOCC1 (stereo unspecified)
  A: -2; B: 23%; C: -7%; D: -3%; E: -1; F: -0.3; G: 9%; H: 5%; I: -6

> O=C(CCN1C(=O)/C(=C\c2cccc(Br)c2)SC1=S)N1CCOCC1
  A: -7; B: 20%; C: 2%; D: -1%; E: 5; F: -1.5; G: -10%; H: -6%; I: 6

> Cc1ccnc(NC(=O)CCC(=O)N(CC(=O)NC(C)(C)C)c2ccc3c(c2)OCO3)c1
  A: 7; B: 0%; C: -5%; D: 12%; E: -10; F: 0.6; G: 14%; H: -2%; I: -7

> O=C(Nc1ccccc1F)C(=Cc1sc(N2CCOCC2)nc1-c1ccccc1)C(=O)Nc1ccccc1F
  A: 7; B: ?; C: ?; D: 6%; E: 3; F: 4.1; G: 15%; H: 0%; I: 0

> Cc1cc(NC(=O)COC(=O)[C@H](Cc2ccccc2)NC(=O)c2ccco2)no1
  A: 4; B: 9%; C: 2%; D: -12%; E: -1; F: 0.4; G: 6%; H: 3%; I: -11

> N=c1c(S(=O)(=O)c2ccc(Cl)cc2)cc2c(=O)n3ccccc3nc2n1CCN1CCOCC1
  A: 9; B: 11%; C: -6%; D: 114%[activator]; E: -1; F: -0.3; G: 3%; H: 3%; I: 6

> Cc1cccc(OCC(=O)O/N=C(\N)c2ccc(Br)cc2)c1
  A: 6; B: 12%; C: 6%; D: -23%; E: 38; F: 0.7; G: 5%; H: 2%; I: -9

> O=C(c1ccc(-n2cncn2)c([N+](=O)[O-])c1)N1CCN(S(=O)(=O)c2ccc(Cl)cc2)CC1
  A: -19; B: -15%; C: -6%; D: -6%; E: 2; F: -5.0; G: 2%; H: -28%; I: 3

> CCN(CC)CC(O)COC(c1ccccc1)c1ccccc1 (stereo unspecified)
  A: -12; B: -37%; C: -2%; D: 11%; E: 9; F: -1.5; G: -4%; H: 0%; I: -10

> C=CCNC(=O)CCCOc1ccc(C)cc1
  A: 0; B: -17%; C: ?; D: -2%; E: -2; F: -1.6; G: -1%; H: -36%[57.1 µM]; I: -4

> O=C(CCl)Nc1cccn2ncnc12
  A: 37; B: 5%; C: -6%; D: -20%; E: -9; F: 0.1; G: 0%; H: 13%; I: -9

> Cn1c(=O)c2c(SCc3ccccn3)nc(CC(C)(C)C)nc2n(C)c1=O
  A: 29; B: -17%; C: -2%; D: -32%; E: -3; F: -0.6; G: 12%; H: -1%; I: 1

> Oc1ccc(C(=S)N2CCCC2)cc1
  A: 32; B: -6%; C: 24µM*; D: 6%; E: -7; F: 0.4; G: -4%; H: -2%; I: 2

> COc1ccc(CN2CCC(Cc3ccccc3)CC2)c(C)c1C
  A: -19; B: ?; C: 1%; D: ?; E: -9; F: -4.1; G: -5%; H: 10%; I: -22

> COc1ccc(S(=O)(=O)N2CCC(C(=O)N[C@@H](C)C(=O)N3CCCCCC3)CC2)cc1
  A: -7; B: 7%; C: -4%; D: 5%; E: 5; F: -5.0; G: 0%; H: 10%; I: 0

> Cc1ccc2nc(C)c(C(=O)N/N=C/c3cccc([N+](=O)[O-])c3)cc2c1
  A: 12; B: 12%; C: -6%; D: -19%; E: -6; F: -2.7; G: 13%; H: -20%; I: 0

> CC/C(O)=C(\C#N)c1nnc2n1CCCCC2
  A: 5; B: 9%; C: -8%; D: 3%; E: .; F: 0.4; G: -13%; H: 1%; I: -29

> CCOc1cc(NC2CS(=O)(=O)CC2O)c(OCC)cc1NC(=O)c1ccccc1 (stereo unspecified)
  A: 1; B: 33%[activator]; C: -6%; D: 1%; E: 2; F: -3.3; G: -1%; H: 9%[57.1 µM]; I: -3

> N#C/C(=C\c1cn(CCOc2ccccc2)c2ccccc12)C(=O)NCc1ccco1
  A: 10; B: 3%; C: 0%; D: 25%; E: 0; F: 1.0; G: 6%; H: -3%; I: 3

> CCOC(=O)CN1C(=O)C(Sc2n[nH]c(-c3ccccc3)n2)CCc2ccccc21 (stereo unspecified)
  A: -1; B: ?; C: 5%; D: ?; E: .; F: -3.8; G: 5%; H: -4%[57.1 µM]; I: 3

> CC(C)(C)C(=O)OCc1nc(-c2ccc(Cl)cc2)cs1
  A: 16; B: -23%; C: -5%; D: -1%; E: 22; F: -1.0; G: -3%; H: -22%; I: 20

> C=CCN(c1cccc(C(F)(F)F)c1)S(=O)(=O)c1cccc(C(=O)OCC(=O)NCCC)c1
  A: -7; B: -22%; C: -9%; D: -29%; E: 2; F: 2.7; G: 11%; H: -19%[57.1 µM]; I: -2

> CCC(CC)C(=O)NCCc1ccc(OC)cc1
  A: -18; B: 0%; C: -9%; D: 10%; E: 11; F: 2.6; G: 5%; H: -5%; I: -5

> COC(=O)C1=C(N)N(c2ccccc2C(F)(F)F)C2=C(C(=O)CCC2)C1c1ccc2c(c1)OCO2 (stereo unspecified)
  A: -12; B: ?; C: 2%; D: -18%; E: -1; F: -0.1; G: 6%; H: -10%; I: -9

> N=C(N)c1ccccc1
  A: 4&-7; B: 5%&10%; C: -5%&5%; D: 0%&0%; E: -4&1; F: -0.6&0.0; G: 4%&-5%; H: 3%&0%; I: 10&21

> Cc1cccc(NC(=O)c2cccnc2Oc2ccccc2)c1C(=O)O
  A: -19; B: 17%; C: -11%; D: -4%; E: 0; F: 0.3; G: 7%; H: 4%; I: 2

> COC(=O)c1ccc(OC(=O)c2ccccn2)cc1
  A: -7; B: 19%; C: -14%; D: 14%; E: 0; F: -2.1; G: 20%; H: 3%; I: -10

> CC(NC(=O)C1CCCN1C(=O)c1cccs1)c1ccc(Cl)cc1Cl (stereo unspecified)
  A: -8; B: 5%; C: -2%; D: -12%; E: -8; F: -0.3; G: 3%; H: 9%; I: 0

> CCOc1ccc(-c2nc(CSc3nncs3)cs2)cc1OC
  A: 35; B: 0%; C: -5%; D: -3%; E: .; F: -1.4; G: ?; H: 0%; I: 5

> O=C(O)CC(c1ccccc1)N1C(=O)c2ccccc2C1=O (stereo unspecified)
  A: 1; B: 6%; C: 0%; D: 4%; E: 1; F: 2.1; G: -7%; H: 10%; I: 0

> C/C(=N\NC(=O)c1c(Cl)cnn1C)c1cccc(NC(=O)COc2ccccc2)c1
  A: 13; B: -28%; C: -3%; D: -10%; E: -1; F: -0.7; G: 2%; H: -9%; I: -1

Fetched by structure from above:
Keys – A = DRD3 antagonist; B = GLP1R inv ag; C = PLK1 PBD block; D = GLP1R cytotox; E = PI5P4Ka inh; F = IL-2 act; G = GLP1R ag; H = WRN helicase inh; I = DRD3 agonist
> N=C(N)c1ccccc1
  A: 4&-7; B: 5%&10%; C: -5%&5%; D: 0%&0%; E: -4&1; F: -0.6&0.0; G: 4%&-5%; H: 3%&0%; I: 10&21

> O=C(c1ccc(-n2cncn2)c([N+](=O)[O-])c1)N1CCN(S(=O)(=O)c2ccc(Cl)cc2)CC1
  A: -19; B: -15%; C: -6%; D: -6%; E: 2; F: -5.0; G: 2%; H: -28%; I: 3

> CCCCNC(=O)C1c2ccccc2OCC(=O)N1CCCN1CCOCC1 (stereo unspecified)
  A: -2; B: 23%; C: -7%; D: -3%; E: -1; F: -0.3; G: 9%; H: 5%; I: -6

Source: PubChem

An unsorted share of the library; about 7.8% have a hit in one of these screens.
